CRFBP-R2 agonist = agonists of CRF-BP/CRF-R2 complex, primary screen, cell-based, HEK293, calcium dye fluorescence, uHTS; CRF-binding protein / CRF receptor 2 complex (human); calcium dye fluorescence (FLIPR); percent of saturating CRF peptide response; activation, % at 13.2 µM; 0.46% of 350,000 active;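 active = activation of at least 50%, plus an integration ratio under a set limit after plate pattern correction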;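 also: plate controls were neutral control wells without compound for no effect and CRF at EC100 for full effect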
CHRM5 antagonist = human M5 muscarinic receptor antagonists, primary screen, CHO cells, Fluo-8 calcium fluorescence; CHO-hM5 cells, ACh EC80; 0.59% of 360,000 active; inhibition, % at 3 µM;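 active = inhibition above a per-plate cutoff, the mean of that plate's test compounds plus 3 SD, cut at about 27% in these data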;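 also: 0% = acetylcholine EC80 with DMSO and 100% = DMSO without agonist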
Target sequence (P08912 whole entry, looked up): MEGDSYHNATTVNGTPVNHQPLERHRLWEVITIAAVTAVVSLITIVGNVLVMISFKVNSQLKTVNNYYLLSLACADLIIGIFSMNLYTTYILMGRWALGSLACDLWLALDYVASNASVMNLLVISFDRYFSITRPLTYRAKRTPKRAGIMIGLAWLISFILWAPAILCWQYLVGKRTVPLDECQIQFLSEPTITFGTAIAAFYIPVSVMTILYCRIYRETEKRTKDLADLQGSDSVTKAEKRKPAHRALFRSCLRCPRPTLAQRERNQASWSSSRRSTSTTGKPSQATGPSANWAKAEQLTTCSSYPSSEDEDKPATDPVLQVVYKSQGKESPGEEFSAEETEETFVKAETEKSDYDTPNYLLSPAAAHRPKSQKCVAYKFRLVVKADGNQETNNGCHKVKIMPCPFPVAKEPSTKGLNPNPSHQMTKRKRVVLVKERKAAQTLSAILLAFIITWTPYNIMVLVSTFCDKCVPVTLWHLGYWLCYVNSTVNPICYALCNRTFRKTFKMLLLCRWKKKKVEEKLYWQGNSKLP
CHRM5 PAM = human M5 muscarinic receptor positive allosteric modulators, primary screen, CHO-K1 cells, Fluo-8 calcium fluorescence | Muscarinic acetylcholine receptor M5 (Homo sapiens), P08912 | CHO-K1 hM5, ACh EC20 PAM; 0% = ACh EC20, 100% = ACh EC100 | activation, % at 3 µM | 0.3% of 360,000 active;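 active = activation above the run cutoff, the mean activation of all test compounds plus 3 SD, cut at about 18% in these data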
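System: CHO-K1 hM5 cells. Reagent: acetylcholine, EC20 level. Compound dosing: single dose, 3 µM nominal final test concentration. Timing: Post-acetylcholine fluorescence recording 140 s. Detection: Fluo-8 calcium fluorescence. Read-out: % activation, ACh-normalized. Benchmarks: ACh EC20 and EC100 wells. Repeats: singlicate, one well per test compound.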
CHRM4 PAM = human M4 muscarinic receptor positive allosteric modulators, primary screen, CHO-K1 cells, Fluo-8 calcium fluorescence; Muscarinic acetylcholine receptor M4 (Homo sapiens), P08173; CHO-K1 hM4/Gqi5, ACh EC20; 0% = ACh EC20, 100% = maximal ACh; activation, % at 3 µM; 0.4% of 360,000 active; AID 624126, 2012;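 active = activation above its plate's cutoff, the mean activation of sample wells plus 3 SD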; also: some results filed as inactive read as strong as hits
CHRM1 PAM = human M1 muscarinic receptor positive allosteric modulators, primary screen, CHO-K1 cells, Fluo-8 calcium fluorescence, 1536-well; Muscarinic acetylcholine receptor M1 (Homo sapiens), P11229; 0.088% of 360,000 active; AID 588819, 2011; activation, % at 3 µM; CHO-K1 hM1, ACh EC20; 0% = ACh EC20, 100% = maximal ACh; in the data active = activation above about 19%, passing the limit was not always enough
Target sequence (P11229 whole entry, looked up): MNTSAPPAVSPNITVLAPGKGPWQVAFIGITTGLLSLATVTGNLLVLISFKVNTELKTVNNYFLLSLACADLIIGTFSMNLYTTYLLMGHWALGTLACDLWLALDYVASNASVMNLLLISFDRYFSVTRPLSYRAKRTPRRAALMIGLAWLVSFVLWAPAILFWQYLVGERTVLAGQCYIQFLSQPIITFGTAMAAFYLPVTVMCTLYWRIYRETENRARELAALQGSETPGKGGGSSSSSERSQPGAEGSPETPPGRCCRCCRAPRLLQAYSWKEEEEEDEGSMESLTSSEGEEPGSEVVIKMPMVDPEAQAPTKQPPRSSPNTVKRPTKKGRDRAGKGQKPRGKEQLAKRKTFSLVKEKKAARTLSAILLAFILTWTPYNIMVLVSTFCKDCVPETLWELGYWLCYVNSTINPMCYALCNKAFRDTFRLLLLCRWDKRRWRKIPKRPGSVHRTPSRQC
M4 antag = human M4 muscarinic receptor antagonists, primary screen, CHO cells, Fluo-8 calcium fluorescence; Muscarinic acetylcholine receptor M4 (Homo sapiens), P08173; CHO-hM4 cells, ACh EC80; inhibition, % at 3 µM; 0.73% of 360,000 active;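 active = inhibition above its plate's cutoff, the mean inhibition of sample wells plus 3 SD, cut at about 27% in these data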;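 also: 0% = acetylcholine EC80 with DMSO and 100% = DMSO without agonist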
M1 antag = human M1 muscarinic receptor antagonists, primary screen, CHO-K1 cells, Fluo-8 calcium fluorescence, 1536-well. Muscarinic acetylcholine receptor M1 (Homo sapiens), P11229. CHO-K1 hM1, ACh EC80 antagonist. inhibition, % at 3 µM. 1.3% of 360,000 active. AID 588852, 2011;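 active = percent inhibition above its own plate's cutoff, namely the mean of that plate's compound wells plus 3 SD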;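 also: peak over basal fluorescence ratio during 140 s after agonist addition; 0% = ACh EC80 plus DMSO and 100% = DMSO alone without agonist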
CHRM5 agonist = human M5 muscarinic receptor agonists, primary screen, CHO-K1 cells, Fluo-8 calcium fluorescence. Muscarinic acetylcholine receptor M5 (Homo sapiens), P08912. CHO-K1 hM5 cells; 0% DMSO wells, 100% maximal acetylcholine response. activation, % at 3 µM. 0.19% of 360,000 active. AID 624037, 2012;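 active = activation above the run's mean over test compounds plus 3 SD, cut at about 23% in these data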;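 also: signal is peak over basal fluorescence ratio across the kinetic read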
M4 ag = human M4 muscarinic receptor agonists, primary screen, CHO-K1 cells, Fluo-8 calcium fluorescence | Muscarinic acetylcholine receptor M4 (Homo sapiens), P08173 | CHO-K1 hM4/Gqi5; vehicle 0%, full acetylcholine response 100% | activation, % at 3 µM | 0.14% of 360,000 active | AID 624127, 2012;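 active = activation above the run mean over all test wells plus 3 SD, cut at about 32% in these data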;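 also: peak over basal fluorescence ratio per well then scaled between controls; 0% = DMSO wells and 100% = acetylcholine at EC100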
* marks the source's active call; other numbers are inactive results; / = no result given.

SMILES	CRFBP-R2 agonist	CHRM5 antagonist	CHRM5 PAM	CHRM4 PAM	CHRM1 PAM	M4 antag	M1 antag	CHRM5 agonist	M4 ag
CCc1ccc(Nc2nc(C)cc(C)c2C(N)=O)cc1	0.5	8	2	-1	6	13	-16	-5	0
COc1cc([N+](=O)[O-])ccc1NC(=S)NNC(=O)CCC(=O)Nc1ccccc1Cl	-0.7	23	-5	-3	4	7	-1	-2	0
c1ccc2c(c1)ncn2-c1ccc(-c2ccnc(-c3ccncc3)n2)cc1	1.2	-2	2	-1	5	2	-3	1	3
O=S(=O)(Nc1ccccc1N1CCOCC1)c1ccc(F)c(Cl)c1	-0.1	-3	7	-4	-7	2	8	-7	0
COc1ccc(NC(=O)Cn2c(C)csc2=O)c(OC)c1	-1.3	0	1	21	12	-16	-4	2	1
Cc1onc(-c2ccccc2Cl)c1C(=O)N(Cc1nc(-c2ccccc2)no1)C1CCCCC1	2.7	1	1	8	5	1	1	2	0
C=C(C)CSCc1nc2ccccc2[nH]1	1.2	-12	0	11	7	-3	-27	-3	1
CCCCCOC(=O)Cc1c(C)nc(-c2ccccc2)[nH]c1=O	2.7	-6	-1	1	8	3	-11	-1	0
Cc1onc(NC(=O)NC(=O)c2c(Cl)cccc2Cl)c1Br	-1.1	8	-3	-6	-12	12	28	-3	1
Cc1nn(C)c(NC(=O)c2ccccc2Cl)c1Br	-0.5	5	1	4	6	-11	-14	-6	2
CCCCCCn1c(SCCOC)nc2c1c(=O)[nH]c(=O)n2C	1.0	5	-3	1	7	6	-15	3	2
Cc1ccc(C(=O)N2CCN(C(=O)c3ccccc3)C2c2ccc(N(C)C)cc2)cc1 (stereo unspecified)	-2.4	13	-6	-7	-1	10	5	0	1
CC(C)C(=O)N1CCC(c2nc(-c3ccc(S(=O)(=O)N4CCN(C)CC4)cc3)no2)CC1	-0.5	-9	-5	5	9	-3	2	0	1
Fc1ccccc1C1c2cccn2CCN1C(=S)Nc1ccc(Br)cc1 (stereo unspecified)	7.6	8	3	-4	12	4	6	6	10
O=Cc1cccn1-c1nccc(-c2ccco2)n1	-0.1	11	-10	-10	2	-16	-1	0	16
O=C(O)CCCn1cc(NC(=O)COc2ccccc2)cn1	1.4	13	-3	4	16	-2	-18	-4	1
COc1ccc(Cc2nnc(N/N=C/c3ccc(N(C)C)cc3)[nH]c2=O)cc1OC	0.9	-6	-4	0	7	-6	-8	-13	0
CN(CCNC(=O)Cn1c(=O)sc2ccccc21)Cc1ccccc1	-1.5	-3	0	1	-1	-4	7	-2	1
Clc1ccccc1-c1ccc(/C=N/n2cnnc2)o1	-3.1	3	-6	-1	4	1	1	5	2
Cc1ccc(CC(NC(=O)c2ccccc2)C(=O)NC(Cc2ccccc2)C(=O)O)cc1 (stereo unspecified)	-0.7	2	10	8	-2	-2	0	2	0
COc1ccccc1C(=O)NC(C(=O)NCCc1nc2ccccc2[nH]1)=C(C)C	-0.3	-2	3	4	8	-14	1	3	0
O=C(COC(=O)c1cc(S(=O)(=O)N2CCOCC2)ccc1Cl)NC1CC1	-0.5	12	4	10	4	1	-7	-1	1
O=C(NCc1ccccc1)c1cccc2c1C(=O)c1ccc(/C=C/c3ccccc3)cc1S2(=O)=O	16	4	-4	-1	0	14	4	4	5
CC1(C(=O)NS(=O)(=O)c2cccc(OC(F)F)c2)CCN1C(=O)Cc1ccsc1 (stereo unspecified)	/	-2	0	2	11	1	-15	2	0
O=C(Cc1nc2ccccc2[nH]1)c1ccc([N+](=O)[O-])cc1	2.5	10	-6	-6	8	3	-12	-1	2
COc1ccc(CC(=O)OCC(=O)N2CCCc3ccccc32)cc1	0.6	-12	9	2	5	-6	-6	-1	1
Cc1cc(C)nc(Nc2n[nH]c(COc3cccc4ccccc34)n2)n1	2.8	1	0	-4	4	8	-4	1	0
CCCC(=O)N1CCC1(C)C(=O)NS(=O)(=O)c1cccc(Cl)c1 (stereo unspecified)	/	3	-4	4	4	-4	-10	1	0
CCC1(C)Cc2c(sc3nc4n(c(=O)c23)CCS4)CO1 (stereo unspecified)	-1.3	4	-1	-2	-3	-7	-5	0	1
COc1ccnc(Oc2ccccc2)c1C(=O)N/C=N/OCc1ccccc1	0.8	-9	-2	-5	-3	-4	4	11	12
O=c1c[n+]([O-])c2ccccc2n1OCc1c(F)cccc1F	-0.4	-9	0	3	6	1	-23	-2	3
O=C(c1ccc(S(=O)(=O)N2CCCC2)cc1)N(Cc1ccco1)C1CCS(=O)(=O)C1 (stereo unspecified)	2.1	12	-6	-9	2	-8	1	-2	0
Cc1cc(C)c(C(=O)COC(=O)C2CC3CCCC(C2)C3=O)c(C)c1 (stereo unspecified)	-1.1	-17	4	5	-3	-7	7	-6	1
Cc1ccc(-n2ncc3c2CCCC3NC(=O)c2cnccn2)cc1C (stereo unspecified)	-1.9	1	-6	0	15	-9	-18	-3	2
OCCN1CCN(Cc2cccc(Oc3ccc(Cl)cc3)c2)CC1	1.0	8	-11	-21	-13	-3	6	-8	4
CC1(C(=O)NS(=O)(=O)c2cccc(Cl)c2)CCN1C(=O)CCc1ccccc1 (stereo unspecified)	/	-2	-3	2	4	-4	-10	1	0
O=C(C1CCC1)N1CCCc2cc(S(=O)(=O)N3CCN(c4ccccc4)CC3)ccc21	2.0	8	-2	4	-2	-4	0	-4	1
O=C(C[C@H]1C[C@H](C(=O)N2CCCCC2)[C@@]2(CCc3ccccc3)c3[nH]c4ccc(Cl)cc4c3CCN2C1=O)NCCN1CCOCC1	57*	3	-4	-2	10	2	-17	4	0
O=C1NC[C@H](CCCCN2C[C@H](Cc3ccccc3)N(Cc3ccccc3)C(=O)C2=O)N(CC2CCCCC2)C1=O	/	17	-4	3	/	4	/	-1	0
CC1(C)Cc2c(C#N)c(N3CCOCC3)nc(Cc3ccccc3)c2CO1	-1.6	7	-2	2	-6	3	9	-3	5
NC(=O)C(c1ccc(Br)cc1)c1ccc(C(=O)c2ccccc2)cc1 (stereo unspecified)	-0.6	13	-9	-4	0	-5	6	4	13
Cc1cc(NS(=O)(=O)c2ccc(NC(=O)c3ccc([N+](=O)[O-])c(Cl)c3)cc2)no1	0.3	3	0	8	9	2	-1	-3	-1
CC1(c2ccccc2)NC(=O)N(CC(=O)Nc2ccc(S(N)(=O)=O)cc2)C1=O (stereo unspecified)	1.7	10	5	-6	13	6	-10	-3	1
O=C(COC(=O)C1CC2C=CC1C2)NCc1ccccc1Cl (stereo unspecified)	-0.6	-1	4	-3	-2	1	8	-2	1
COc1ccc(OC)c(NC(=O)CCNS(=O)(=O)c2cc(Br)cnc2N)c1	-0.1	-1	-4	-3	5	6	-5	-5	3
COc1ccc(Cl)cc1NC(=O)CN(C)C(=O)c1cccc2cccnc12	0.5	12	-6	1	-2	0	5	4	5
COc1cc(-c2noc(-c3ccco3)n2)cc(OC)c1OC	-2.2	-1	-14	4	4	-9	2	-8	3
O=C1CN(c2cc(Cl)cc(Cl)c2)C(=O)CN1/N=C/c1cccnc1	0.9	9	-5	-9	6	0	3	-1	0
O=C(CN1CCCCC1)N/N=C/c1ccc(Cl)cc1Cl	0.2	9	1	-1	7	-4	-15	-2	0
COc1ccc(NC(=O)c2cc(=O)[nH]c(=O)[nH]2)cc1S(=O)(=O)Nc1ccccc1Cl	-2.7	14	0	-1	7	-11	1	1	0

Remaining list, next part:
SMILES	CRFBP-R2 agonist	CHRM5 antagonist	CHRM5 PAM	CHRM4 PAM	CHRM1 PAM	M4 antag	M1 antag	CHRM5 agonist	M4 ag
Cc1ccc(C(=O)CCNc2cccc(Br)c2)o1	-0.2	3	-6	4	1	11	0	-3	0
NC(=S)N/N=C/c1ccc(Br)o1	-1.1	-2	4	2	3	2	-1	-3	1
COc1ccc(Br)cc1CSC(=N)N	2.5	5	-12	-7	-1	-4	0	-9	5
O=C(O)Cc1ccc(N=Cc2c(O)ccc3ccccc23)cc1	8.8	5	0	-1	-6	5	6	-2	1
CCCc1cc(=O)[nH]c(SCC(=O)N(CC(C)C)C2CCS(=O)(=O)C2)n1 (stereo unspecified)	-1.2	2	7	2	9	1	-12	-10	-1
CCOC(=O)c1c2n(c3ccc(O)cc13)CCCCC2	-1.1	2	-4	0	2	0	-11	-2	1

Some of these compounds in order of heavy-atom count, largest number first.
SMILES	CRFBP-R2 agonist	CHRM5 antagonist	CHRM5 PAM	CHRM4 PAM	CHRM1 PAM	M4 antag	M1 antag	CHRM5 agonist	M4 ag
COc1ccc(NC(=O)c2cc(=O)[nH]c(=O)[nH]2)cc1S(=O)(=O)Nc1ccccc1Cl	-2.7	14	0	-1	7	-11	1	1	0
Cc1cc(NS(=O)(=O)c2ccc(NC(=O)c3ccc([N+](=O)[O-])c(Cl)c3)cc2)no1	0.3	3	0	8	9	2	-1	-3	-1
CC1(c2ccccc2)NC(=O)N(CC(=O)Nc2ccc(S(N)(=O)=O)cc2)C1=O (stereo unspecified)	1.7	10	5	-6	13	6	-10	-3	1
COc1ccc(Cl)cc1NC(=O)CN(C)C(=O)c1cccc2cccnc12	0.5	12	-6	1	-2	0	5	4	5
CCCc1cc(=O)[nH]c(SCC(=O)N(CC(C)C)C2CCS(=O)(=O)C2)n1 (stereo unspecified)	-1.2	2	7	2	9	1	-12	-10	-1
NC(=O)C(c1ccc(Br)cc1)c1ccc(C(=O)c2ccccc2)cc1 (stereo unspecified)	-0.6	13	-9	-4	0	-5	6	4	13
O=C1CN(c2cc(Cl)cc(Cl)c2)C(=O)CN1/N=C/c1cccnc1	0.9	9	-5	-9	6	0	3	-1	0
O=C(O)Cc1ccc(N=Cc2c(O)ccc3ccccc23)cc1	8.8	5	0	-1	-6	5	6	-2	1
O=C(COC(=O)C1CC2C=CC1C2)NCc1ccccc1Cl (stereo unspecified)	-0.6	-1	4	-3	-2	1	8	-2	1
O=C(CN1CCCCC1)N/N=C/c1ccc(Cl)cc1Cl	0.2	9	1	-1	7	-4	-15	-2	0
Cc1ccc(C(=O)CCNc2cccc(Br)c2)o1	-0.2	3	-6	4	1	11	0	-3	0
COc1ccc(Br)cc1CSC(=N)N	2.5	5	-12	-7	-1	-4	0	-9	5
NC(=S)N/N=C/c1ccc(Br)o1	-1.1	-2	4	2	3	2	-1	-3	1

Rows were taken by chance; 2.8% or so of the library scored in one or more.
